Screening data deposited in PubChem by several laboratories.
NSD2 inh: NSD2 (human) methyltransferase inhibition; O96028; NSD2 peptide methylation, AlphaScreen, 120 min; inhibition, % at 12.5 µM; 310,000 tested, 0.54% active; in the data active means inhibition above about 50%
LANA DNA inh: KSHV C-LANA DNA binding inhibition | AID 504423 | inhibition, % at 9 µM | MBP-C-LANA/FAM-LBS DNA binding, fluorescence polarization | 340,000 tested, 0.078% active;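 active means highest replicate inhibition at or above 60% at 9 µM, even if other replicates fall short; inactive means all replicates below 60% inhibition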;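 further: 0% = neutral control wells and 100% = 4 µM acridine orange control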
SR-BI DiI inh: blocks mouse SR-BI lipid uptake from DiI-HDL; Q61009; ldlA[mSR-BI] CHO cells, DiI-HDL uptake fluorescence, 3 h; inhibition, % at 12.5 µM; 320,000 tested, 0.96% active; AID 488896;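 active means mean replicate inhibition of at least 70% and a set share of replicates each scoring 70 or more; inconclusive means meets just one of the two criteria; inactive means fails both criteria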;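 further: 0% = median of neutral control wells and 100% = median of positive control wells; values of inactives mirror those of a sister screen read the other way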
Keap1-Nrf2 PPI: inhibitors of human Keap1-Nrf2 protein-protein interaction | Q14145 | Keap1 Kelch-Nrf2 peptide fluorescence polarization, 1536-well | inhibition, % at 9.4 µM | 340,000 tested, 0.15% active; in the data active means inhibition above about 12%; inconclusive means no clear call, values can overlap the other calls; inactive means below about 7.3%;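 further: human Keap1 Kelch domain with fluorescein labeled Nrf2 9mer peptide probe; 0% = neutral control wells and 100% = peptide positive control; higher means more block of Keap1 binding to Nrf2 peptide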
Target sequence (Q14145 whole entry, looked up, the tested form may be a part): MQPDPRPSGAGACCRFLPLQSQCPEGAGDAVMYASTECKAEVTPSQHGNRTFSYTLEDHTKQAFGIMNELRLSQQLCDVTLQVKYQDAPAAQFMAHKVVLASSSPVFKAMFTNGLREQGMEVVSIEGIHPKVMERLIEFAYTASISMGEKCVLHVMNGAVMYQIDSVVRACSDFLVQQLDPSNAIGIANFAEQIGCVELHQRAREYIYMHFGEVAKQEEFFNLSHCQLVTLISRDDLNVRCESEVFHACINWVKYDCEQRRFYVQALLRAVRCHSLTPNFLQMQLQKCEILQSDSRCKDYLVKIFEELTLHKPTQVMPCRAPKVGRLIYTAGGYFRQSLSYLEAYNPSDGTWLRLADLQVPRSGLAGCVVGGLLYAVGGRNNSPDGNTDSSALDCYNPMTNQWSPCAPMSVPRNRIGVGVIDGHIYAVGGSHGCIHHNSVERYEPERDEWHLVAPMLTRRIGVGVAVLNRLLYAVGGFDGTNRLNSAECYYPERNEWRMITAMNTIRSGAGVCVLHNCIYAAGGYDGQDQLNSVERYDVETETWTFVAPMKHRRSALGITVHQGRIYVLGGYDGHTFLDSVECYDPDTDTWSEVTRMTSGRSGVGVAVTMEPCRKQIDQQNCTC
Arr AP2 block: human beta-arrestin and AP2 interaction inhibition; FITC-arrestin peptide / GST-AP2 beads, flow cytometry; AP2 beta2 appendage carries R879A mutation; 340,000 tested, 0.31% active; inhibition, % at 10 µM; AID 504490;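 active means inhibition above a set limit, near 3 SD of compounds lacking own fluorescence, cut at about 54% in these data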;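 further: plate controls were DMSO wells for no effect and 5 µM unlabelled arrestin peptide for full effect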
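Measured by: flow cytometry, FL1 (488/535 nm); Material: AP2 appendage R879A on GSH beads; Evaluation: percent response; Timing: pre-incubation 12 min, peptide binding 1 h, room temperature; Also added: 50 nM FITC-arrestin peptide; Medium: PBS with 0.05% Tween 20 and 0.1% BSA.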
PvdQ acylase: P. aeruginosa PvdQ acylase inhibition; AID 488965; inhibition, % at 10 µM; 340,000 tested, 0.063% active; purified PvdQ acylase, fluorescence plate reader; in the data active means inhibition above about 30%, passing the limit was not always enough; inconclusive means no clear call, values can overlap the other calls;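 further: 0% = vehicle neutral wells and 100% = reference inhibitor wells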
Cardiac RTF inh: cardiac RTF calcium desensitization; AID 493244; inhibition, % at 7.15 µM; 340,000 tested, 0.12% active; P19429+P45379; IANBD-labeled cardiac RTF, Ca2+ fluorescence;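 active means inhibition above the mean inhibition of all tested compounds plus 3 SD, cut at about 17% in these data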;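 further: assay run at fixed EC70 calcium of 1.6 mM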
DAGLB inhibitor: diacylglycerol lipase beta (human) inhibition | 340,000 tested, 0.059% active | AID 504411 | inhibition, % at 5.17 µM | HEK293T DAGLB membrane lysate, EnzChek fluorogenic substrate | Q8NCG7; in the data active means inhibition above about 34%;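 further: 0% = enzyme with vehicle and 100% = wells lacking enzyme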
SR-BI DiI-HDL act: SR-BI HDL lipid transfer activation | CHO ldlA[mSR-BI] cells, DiI-HDL uptake fluorescence, 3 h; 100 = double the neutral-control signal | activation, % at 12.5 µM | 320,000 tested, 0.096% active | AID 504775;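 active means mean replicate activation of at least 60% and every replicate at or above 60%; inconclusive means mean or all-replicate condition met, but not both; inactive means mean below 60% and not all replicates reaching 60%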;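 further: 0% = median plate neutral-control signal and 100% = twice that signal; values of inactives mirror those of a sister screen read the other way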
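system = CHO ldlA[mSR-BI] cells, LDL receptor-null, SR-BI overexpressing | medium = Ham's F12 with 0.5% BSA, HEPES 25 mM, pH 7.4 | probe or stimulus = DiI-HDL 10 µg/mL | compound dosing = single-point compound dose | incubation = compound exposure 3 h, 37 °C | technique = DiI fluorescence, bottom read | read-out = cell-associated DiI fluorescence as measure of HDL uptake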
PKA-R2B act: activators of human PKA-R2B complex; P22694+P31323; PKA-R2B holoenzyme dissociation, Cy5-IP20 fluorescence polarization; R2B truncated from residue 108, S112A mutant; 0% DMSO only, 100% 113 µM cGMP; activation, % at 11.4 µM; 340,000 tested, 0.079% active;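 active means activation above a cutoff set at the mean over all compounds plus 3 SD, cut at about 18% in these data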;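 further: higher means more holoenzyme dissociation and a rise in polarization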
Target sequence (P31323 whole entry, looked up, other chains not shown, the tested form may be a part): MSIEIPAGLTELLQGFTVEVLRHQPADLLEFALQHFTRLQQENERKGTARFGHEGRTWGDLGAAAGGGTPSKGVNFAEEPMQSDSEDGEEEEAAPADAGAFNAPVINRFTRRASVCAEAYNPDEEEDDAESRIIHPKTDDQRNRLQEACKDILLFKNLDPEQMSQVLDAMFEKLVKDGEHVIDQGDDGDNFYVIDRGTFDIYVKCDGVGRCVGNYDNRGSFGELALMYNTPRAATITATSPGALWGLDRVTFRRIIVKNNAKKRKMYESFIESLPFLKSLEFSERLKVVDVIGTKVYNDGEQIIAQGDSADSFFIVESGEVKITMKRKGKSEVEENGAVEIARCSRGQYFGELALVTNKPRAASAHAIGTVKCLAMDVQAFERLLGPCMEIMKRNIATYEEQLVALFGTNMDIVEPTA
Starred values were filed as active, the others as inactive; ? = inconclusive; . = not tested or not shown.

compound	NSD2 inh	LANA DNA inh	SR-BI DiI inh	Keap1-Nrf2 PPI	Arr AP2 block	PvdQ acylase	Cardiac RTF inh	DAGLB inhibitor	SR-BI DiI-HDL act	PKA-R2B act
O=C(CCCCCn1c(=S)[nH]c2ccc(N3CCOCC3)cc2c1=O)NCc1ccc2c(c1)OCO2	.	1.2	3.6	-2.0	21.0	-7.8	-4.5	4.9	-3.6	-2.3
COc1ccc(C(=O)Oc2ccc(C(=S)N3CCOCC3)cc2)cc1	-0.7	0.0	-1.2	-3.1	-52.3	-26.9	-14.4	-5.4	1.2	-4.5
Nc1nc(SCC(=O)NCCN2CCOCC2)nc2sc3c(c12)CCC3	-3.7	-0.9	-19.9	-0.7	-3.8	-10.8	-14.3	1.0	19.9	-3.5
Cc1cc(NC(=O)CCC(=O)N(Cc2ccco2)C(C(=O)NC2CCCC2)c2ccccc2F)no1 (configuration not stated)	1.7	0.4	-3.4	-3.2	4.5	-6.2	-12.5	0.9	3.4	-3.2
CCOc1ccc(N(CC(=O)NCc2ccccc2OC)S(C)(=O)=O)cc1	-1.5	0.0	7.0	-1.4	-3.0	-18.6	4.8	2.8	-7.0	-7.6
CC(C)Oc1ccc(C(=O)NC2CCSc3ccccc32)cc1 (configuration not stated)	-2.2	-2.1	15.8	-4.9	9.4	-15.2	-0.8	-3.3	-15.8	-4.2
O=c1oc2ccccc2c(N2CCCC2)c1[N+](=O)[O-]	-4.0	0.0	-25.4	-4.7	-5.1	-14.3	-0.1	-0.6	25.4	-4.3
CC(C)c1ccc(/C=C2\SC(=S)N(CCC(=O)N3CCCCC3CCO)C2=O)cc1 (configuration not stated)	.	-0.9	-0.1	-4.2	-3.2	-0.6	2.3	0.7	0.1	-9.0
O=C1C=C(c2cnc3ccccc3c2)C[C@@H](c2ccc3c(c2)OCO3)C1	.	0.5	-0.5	-0.9	-3.4	-8.8	-8.3	-11.0	0.5	2.3
COc1cc(/C=N/NC(=S)NC2CC3CCC2C3)ccc1O (configuration not stated)	2.1	-1.3	57.6	0.2	0.4	-9.4	-9.4	2.0	-57.6	-2.4
Cc1ccccc1NC(=S)NCC1CCC(CNC(=S)Nc2ccccc2C)CC1 (configuration not stated)	-1.4	0.4	53.2	-2.5	12.8	-8.2	0.2	-1.4	-53.2	-9.7
Cc1cc(SCc2cccc([N+](=O)[O-])c2)nc(=O)[nH]1	-0.4	1.3	9.0	1.2	-9.5	-1.4	6.0	1.5	-9.0	-3.3
N#Cc1c(Nc2cccc(F)c2)sc2c(O)cc(=O)[nH]c12	0.2	0.0	7.4	-11.3	8.7	-11.4	.	.	-7.4	.
O=C(COc1ccccc1C(=O)O)NC1CCCc2ccccc21 (configuration not stated)	-4.9	1.0	14.5	-1.5	5.6	-20.9	-4.9	-1.7	-14.5	-5.2
CCN1CCN(C(c2cccnc2)c2c(NC(=O)c3ccco3)sc(C)c2C)CC1 (configuration not stated)	10.5	0.9	-6.4	-4.2	-4.4	-12.7	-5.1	1.0	6.4	-8.1
O=S(=O)(c1ccc(Br)cc1)c1nc(-c2ccccc2)oc1N1CCOCC1	-0.6	1.2	-0.2	-9.1	25.7	6.3	-0.5	-3.8	0.2	-7.4
Cc1cccc(N2C(=O)C3CCCN3C2=S)c1C (configuration not stated)	-2.9	-1.6	-21.3	1.9	13.2	-5.9	7.4	2.8	21.3	1.8
CSc1nnc(-c2cc3ccccc3cc2O)n1C	0.9	-0.3	19.2	-1.4	-3.7	-17.5	8.8	-0.7	-19.2	-11.2
O=C(NCc1ccccc1)NC1(C(=O)N2CCN3CCCC3C2)CCCCC1 (configuration not stated)	11.8	0.2	-17.1	-2.8	-25.5	4.2	7.9	-2.1	17.1	-2.5
CC(=O)N1CC(C)Sc2ccc(S(=O)(=O)NCCc3cccc(C)c3)cc21 (configuration not stated)	-3.2	-0.8	-15.2	1.9	4.8	-3.3	2.8	0.6	15.2	-1.3
CC1=C(C(=O)Nc2ccccn2)C(c2ccccc2Cl)NC(=S)N1 (configuration not stated)	-0.7	0.8	4.2	4.7	6.1	-3.1	0.1	0.1	-4.2	-0.5
CCN(CC)C(=O)Cn1c(=O)n(CC(=O)N2CCCCC2)c(=O)c2sccc21	-11.9	-1.4	-5.3	-2.9	-1.1	-14.0	-5.0	-3.3	5.3	-3.2
COc1ccc(OC)c(-c2c(C#N)c(N)nc3c2c(=O)nc2sccn23)c1	.	0.3	-2.2	-2.1	14.8	2.9	-5.8	2.3	2.2	-1.9
CCCCCCNC(=O)c1ccc(Br)o1	.	-1.3	-19.1	4.0	-19.1	18.3	-10.7	-4.4	19.1	6.1
CCN(CC)S(=O)(=O)c1ccc2oc(C(=O)O)c(C)c2c1	28.1	-0.9	-10.8	-4.2	1.9	-9.2	-2.4	-0.2	10.8	3.3
Cc1ccc(C)c(N2CCN(C(=O)C3CCN(c4nnc(N5CCCC5=O)s4)CC3)CC2)c1	-5.2	0.1	38.2	-2.2	-4.1	-10.5	-6.8	-1.1	-38.2	4.4
CC1CC(C(O)c2ccccn2)C(=O)C(C(O)c2ccccn2)C1 (configuration not stated)	.	-1.7	-24.5	1.7	-4.5	-3.7	3.2	1.2	24.5	2.5
CCn1c(/C=C/c2cc[n+](C)cc2)nc2ccccc21	20.5	7.7	10.3	3.3	38.8	-0.8	-16.1	-3.5	-10.3	-13.3
COCCNC(=O)C(c1ccc(C)cc1)N(C(=O)CCC(=O)Nc1ccccn1)c1ccc(C)cc1 (configuration not stated)	-3.8	0.0	-8.1	-4.5	5.3	4.7	8.1	-1.0	8.1	-11.6
CC(C)(C)S(=O)(=O)N1C[C@@H]2CC/C=C\C/C=C\2[C@H]1CCO	.	-0.5	-30.3	-7.3	3.0	-9.8	-10.9	-3.0	30.3	-12.1

Two neighbouring records out of the list so far, for reference:
compound	NSD2 inh	LANA DNA inh	SR-BI DiI inh	Keap1-Nrf2 PPI	Arr AP2 block	PvdQ acylase	Cardiac RTF inh	DAGLB inhibitor	SR-BI DiI-HDL act	PKA-R2B act
COCCNC(=O)C(c1ccc(C)cc1)N(C(=O)CCC(=O)Nc1ccccn1)c1ccc(C)cc1 (configuration not stated)	-3.8	0.0	-8.1	-4.5	5.3	4.7	8.1	-1.0	8.1	-11.6
CC(C)(C)S(=O)(=O)N1C[C@@H]2CC/C=C\C/C=C\2[C@H]1CCO	.	-0.5	-30.3	-7.3	3.0	-9.8	-10.9	-3.0	30.3	-12.1

More structures follow:
compound	NSD2 inh	LANA DNA inh	SR-BI DiI inh	Keap1-Nrf2 PPI	Arr AP2 block	PvdQ acylase	Cardiac RTF inh	DAGLB inhibitor	SR-BI DiI-HDL act	PKA-R2B act
O=C(Nc1nccs1)c1cccc(S(=O)(=O)N2CCOCC2)c1	0.1	0.5	-2.0	2.5	7.1	-6.4	-2.8	0.3	2.0	-0.9
COCCCNC(=O)c1c[nH]c2ccc(S(=O)(=O)N3CCc4ccccc43)cc2c1=O	-1.1	-1.2	15.7	-2.1	6.2	-6.1	-22.8	2.5	-15.7	2.6
c1csc(C2Nc3cccc4cccc(c34)N2)c1	5.2	4.6	18.7	-6.6	44.1	-11.7	-6.7	2.6	-18.7	-4.4
COc1ccc(C)cc1Nc1n[n+](-c2ccccc2)c(-c2ccc(SC)cc2)s1	.	0.8	4.9	-2.0	0.7	8.9	3.5	0.7	-4.9	-5.9
CC(=O)Oc1ccc2c(c1)OC(c1ccccc1)CC21CC(C)(C)NC(=O)N1 (configuration not stated)	-0.8	-2.0	-18.7	0.6	-26.3	14.3	-1.1	0.3	18.7	-7.4
Cc1cc(N)n(-c2ccc(C)c(C)c2)n1	-1.7	-1.2	0.9	-1.6	39.7	2.2	0.4	-5.7	-0.9	-4.2
COCCn1c(SC(C)C(=O)NCC2CCCO2)nc2scc(-c3ccc(F)cc3)c2c1=O (configuration not stated)	0.2	-1.7	19.3	-2.5	34.0	0.6	-4.2	-1.0	-19.3	-14.7
Cc1ccc(N2C(=O)CCC2(C#N)c2ccccc2)cc1 (configuration not stated)	-2.4	0.5	.	-4.0	-11.4	-7.9	-2.5	-0.8	.	-6.9
CCCCn1c(N)c(N(CC(C)C)C(=O)CSCC(=O)Nc2ccc(C)cc2)c(=O)[nH]c1=O	2.0	4.2	-17.3	0.9	-5.8	-8.8	-5.5	-0.3	17.3	7.4
O=C(c1ccccc1)c1ccccc1N/C=C/c1nnnn1-c1ccccc1	-2.1	-1.1	57.3	-5.5	0.0	-9.7	-28.9	-7.4	-57.3	1.8
Fc1cccc(-c2cc3nc(-c4ccccc4)cc(N4CCC5(CC4)OCCO5)n3n2)c1	-2.9	0.3	26.5	-0.2	-3.3	-24.3	8.1	-9.3	-26.5	1.9
C(/C=C/c1ccccn1)=C\c1ccccc1	2.4	4.4	15.9	-1.1	3.0	-5.9	-4.1	-7.0	-15.9	-15.4
Cc1n[nH]c(C)c1S(=O)(=O)N1CCCC(C(=O)NCc2cccs2)C1 (configuration not stated)	1.0	-0.6	-22.1	-4.3	8.5	7.7	0.3	-1.2	22.1	-12.2
C=CCOC(=O)C1=C[C@@H](c2ccc(Br)cc2)C[C@@H](OCCCCO)O1	.	1.4	16.3	-3.0	1.5	-0.2	-16.1	-1.3	-16.3	-8.1
O=C(Nc1nc2ccccc2s1)C1CC(=O)N(c2ccc(Cl)cc2)C1 (configuration not stated)	-4.1	1.0	.	-1.8	0.9	-10.8	6.2	0.1	.	-14.9
N#C/C(C(=O)Nc1ccc(Cl)cc1)=C(/S)Nc1ccccc1	6.6	1.0	?	-5.4	-40.6	-6.5	-14.5	12.3	-71.0	-15.2
